Screening results (PubChem)
HePTP inhibitor: inhibitors of human HePTP phosphatase, primary screen, biochemical, absorbance, leukemia target; recombinant HePTP phosphatase activity, OD absorbance; inhibition, % at 20 µM; 110,000 tested, 0.64% active; AID 521, 2006; in the data active means inhibition above about 50%;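 further: plate controls were vehicle for no effect and reference inhibitor for full effect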
Target sequence (P35236 whole entry, looked up): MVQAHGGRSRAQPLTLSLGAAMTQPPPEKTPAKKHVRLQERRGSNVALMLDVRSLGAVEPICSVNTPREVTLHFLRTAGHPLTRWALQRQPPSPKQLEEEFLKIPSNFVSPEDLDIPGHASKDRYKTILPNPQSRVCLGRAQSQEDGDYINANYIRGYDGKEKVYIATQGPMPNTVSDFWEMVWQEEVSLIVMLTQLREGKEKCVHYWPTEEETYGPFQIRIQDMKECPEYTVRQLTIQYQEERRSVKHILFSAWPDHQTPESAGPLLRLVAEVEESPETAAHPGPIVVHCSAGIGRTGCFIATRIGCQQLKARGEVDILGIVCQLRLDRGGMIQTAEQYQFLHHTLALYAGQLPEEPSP
BAP1 block: inhibitors of BAP1 deubiquitinase, primary screen, biochemical, Ub-AMC fluorescence, kinetic; Ubiquitin carboxyl-terminal hydrolase BAP1 (Homo sapiens), Q92560; recombinant BAP1, Ub-AMC hydrolysis fluorescence kinetic; stronger effect = lower value; activity remaining (% of control), % at 20 µM; 72,000 tested, 0.48% active; AID 436, 2006;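 active means activity remaining at or below 50% of control, provided the compound also passes the data quality filters; inactive means the rest, including low values that fail the filters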;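 further: 100% = DMSO wells rate and 0% = substrate alone blank rate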
Target sequence (Q92560 whole entry, looked up): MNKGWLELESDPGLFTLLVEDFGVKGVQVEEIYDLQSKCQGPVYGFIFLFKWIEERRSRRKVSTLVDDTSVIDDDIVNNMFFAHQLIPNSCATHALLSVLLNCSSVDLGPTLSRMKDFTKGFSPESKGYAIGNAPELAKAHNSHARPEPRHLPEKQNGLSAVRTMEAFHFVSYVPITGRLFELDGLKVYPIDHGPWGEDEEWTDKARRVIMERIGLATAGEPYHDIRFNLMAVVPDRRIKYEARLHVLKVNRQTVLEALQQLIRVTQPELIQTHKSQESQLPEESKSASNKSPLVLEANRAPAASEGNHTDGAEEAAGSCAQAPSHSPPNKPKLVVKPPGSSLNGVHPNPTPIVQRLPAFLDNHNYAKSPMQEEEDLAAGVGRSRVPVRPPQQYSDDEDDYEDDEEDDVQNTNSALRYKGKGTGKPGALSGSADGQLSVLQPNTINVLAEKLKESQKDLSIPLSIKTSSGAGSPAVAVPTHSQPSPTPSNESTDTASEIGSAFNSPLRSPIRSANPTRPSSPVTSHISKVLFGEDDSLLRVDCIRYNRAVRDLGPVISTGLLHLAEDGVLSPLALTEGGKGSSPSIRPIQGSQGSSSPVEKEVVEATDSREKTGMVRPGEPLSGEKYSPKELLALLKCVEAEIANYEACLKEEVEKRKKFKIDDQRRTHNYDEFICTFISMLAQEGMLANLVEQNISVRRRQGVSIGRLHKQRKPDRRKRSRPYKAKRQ
The depositor's hits bear a star; x = no result given; & = joins results of further samples.

SMILES	HePTP inhibitor	BAP1 block
O=C(c1cccnc1)N1CCN(c2ccc(Cl)cc2)CC1	8	x
Cc1ccoc1C(=O)NCc1ccccc1	6	x
CC(C)CNS(=O)(=O)c1ccccc1C(=O)N1CCCCC1	3	71
O=C(c1ccccc1F)N1CCN(c2ccc([N+](=O)[O-])cc2Cl)CC1	7	105
CS(=O)(=O)Nc1ccccc1C(=O)Nc1ccc2c(c1)OCCO2	6	77
CCOC(=O)N1CCN(c2c(NCc3cccs3)c(=O)c2=O)CC1	5	100
COc1ccc(C(=O)Nc2ncn[nH]2)cc1OC	x	116
O=C(Nc1ccccn1)[C@@H]1CCC(=O)N1C(=O)OCc1ccccc1	1	93
Oc1ccc(Nc2nc(Nc3ccc(O)cc3)nc(N3CCOCC3)n2)cc1	10	x
COc1cc(OC)c(OC)cc1CN1CCN(C2CCCC2)CC1	-15	x
O=C(Cc1ccccc1)N1N=C(c2ccccc2)CC1(O)C(F)(F)F (stereo unspecified)	-3	x
Cc1ccc(-c2nc3ccc(C)cn3c2NC(=O)c2ccc(Cl)cc2)cc1	11	x
COc1cc(NS(=O)(=O)c2ccc(OC)c(OC)c2)cc(OC)c1	9	90
O=C(Nc1ccc(Sc2ccccc2[N+](=O)[O-])cc1)c1ccccc1	-15	x
CCn1cc(C(=O)NCc2ccco2)c2cc(OC)c(OC)cc2c1=O	5	x
COc1cc(CNc2ncn[nH]2)cc(Br)c1OC	2	104
COc1cc2c(cc1C)/C(=N\OC(=O)c1cc(OC)c(OC)c(OC)c1)CCC2	5	x
CCOC(=O)C1CCN(C(=O)N2CCOCC2)CC1	-2	92
O=C(O)c1cc(N2C(=O)C3C4C=CC(C4)C3C2=O)ccc1NCc1cccnc1 (stereo unspecified)	3	x
O=[N+]([O-])c1cc([N+](=O)[O-])c2cccnc2c1Sc1nc2ccccc2s1	5	x
CCCCCCNc1c(C(=O)OCC)c(=O)[nH]c2ccccc12	8	97
CCOc1ccc(Nc2nc(Nc3ccc(O)cc3)nc(C)c2[N+](=O)[O-])cc1	8	x
CCOC(=O)c1[nH]c2cc(OC)c(OC)cc2c1NC(=O)CN1CCN(C)CC1	-6	282
Nc1nc(-c2ccccc2)c(C(=O)c2ccccc2)s1	-1	x
Cc1ccc(S(=O)(=O)N2CCN(c3nc4ccccc4nc3-n3nc(C)cc3C)CC2)cc1	0	x
Cc1ccc(SCC(=O)NCc2ccco2)cc1	1	64
O=C(NCc1nnc(SCC(=O)N2CCN(c3ccccc3)CC2)o1)c1ccco1	-7	106
C#CC(C)(C)NC(=O)CN(c1cc(C)ccc1C)S(=O)(=O)c1ccccc1	8	x
N#C/C(=C\c1ccc(O)c(O)c1)S(=O)(=O)c1ccccc1	11	x
O=C1CN(C(=O)c2ccc(Br)o2)C(c2ccccc2)c2cc(Cl)ccc2N1 (stereo unspecified)	1	69
Cc1cc(C)c2c(n1)nn1c(-n3ccnc3)cc(C)nc21	6	85
O=C(O)c1cc(S(=O)(=O)Nc2ccc3oc(=O)sc3c2)ccc1O	6	88
CCc1ccccc1NC(=O)c1cc(-c2ccc(C)s2)nc2ccccc12	0	x
Cc1ccc(C(=O)N/C(=C\c2cccc(Oc3ccccc3)c2)C(=O)NCCN2CCOCC2)cc1	11	x
CCOC(=O)N1CCC(N(C(=O)Nc2ccccc2)C(C)CC)CC1 (stereo unspecified)	6	88
CCOC(=O)c1nnn(-c2nonc2OC)c1-c1ccccc1	1	106
COC(=O)Cn1c(CN2CCN(c3ccccc3F)CC2)nc2c1c(=O)n(C)c(=O)n2C	11	98
CCCc1[nH][nH]c(=O)c1C(c1cccc(Cl)c1)C(C#N)C#N (stereo unspecified)	4	90
O=S(=O)(Nc1cnc2ccccc2c1)N1CCCCCC1	9	66
O=C(O)CN1C(=O)/C(=C\c2ccc(OCc3ccc(Cl)cc3)cc2)SC1=S	13	x

One compound at a time, as listed above:
Entry for `O=S(=O)(Nc1cnc2ccccc2c1)N1CCCCCC1` → HePTP inhibitor = 9; BAP1 block = 66
Entry for `O=C1CN(C(=O)c2ccc(Br)o2)C(c2ccccc2)c2cc(Cl)ccc2N1` (stereo unspecified) → HePTP inhibitor = 1; BAP1 block = 69

Next part
SMILES	HePTP inhibitor	BAP1 block
CCC1(C)CC(CCNCc2ccc(OC)c(OC)c2)(c2ccc(F)cc2)CCO1 (stereo unspecified)	0	x
CCc1ccc(NC(=O)C(=O)NCc2ccccc2Cl)cc1	-6	x
CCOc1cc(C2NC(=O)N(C)C(C)=C2C(=O)OC)cc(Br)c1O (stereo unspecified)	3	82
O=P(O)(c1ccccc1)c1ccccc1O	6	100
O=C(NNC(=O)c1ccco1)c1cccc(Cl)c1	10	x
CC(C)(O)C#Cc1ccc(C(=O)NC(c2ccccc2)c2ccccc2)cc1	-3	x
Cn1cnc([N+](=O)[O-])c1Sc1ncnc2nc[nH]c12	x	83
COC(=O)Cn1cc(C(=O)OC)cc(Br)c1=O	4	83
CCC(=O)Nc1ccc(NC(=O)c2ccc(OC)c(Br)c2)cc1	-10	x
CCn1cc(C(=O)NCc2ccc3c(c2)OCO3)c(=O)c2cc(S(=O)(=O)N3CCOCC3)ccc21	4	79
CCCSc1nsc(SCCC)c1C(=O)O	0	x
CC(=O)Oc1ccc(NC(=O)CC2Nc3cc(C)c(C)cc3NC2=O)cc1 (stereo unspecified)	-7	x
O=C(CN1C(=O)C(=O)c2ccccc21)c1ccc(Cl)cc1	-17	x
COC(=O)c1cccc(NC(=O)c2ccco2)c1	x	181
CCCNC(=O)c1cc2nc(-c3ccccc3)cc(-c3ccccc3)n2n1	x	59
COc1ccc(CC(=O)N2CC(=O)N(CCc3ccccc3)C(=O)C2)cc1	6	89
CCOC(=O)c1[nH]c(C)c(C(=O)Nc2cc(OC)ccc2OC)c1C	-16	101
O=C(CSc1ccccc1)Nc1nnc(CSc2ccccc2)s1	-14	x
COc1ccc(CC(=O)Nc2ccc(S(=O)(=O)N3CCc4ccccc43)cc2)cc1	8	x
COc1ccc(-n2c(Cc3cccn3C)nnc2SCC(=O)Nc2nc(C)cs2)cc1	4	85

3 records drawn at random from those above, as already listed:
SMILES	HePTP inhibitor	BAP1 block
CCn1cc(C(=O)NCc2ccc3c(c2)OCO3)c(=O)c2cc(S(=O)(=O)N3CCOCC3)ccc21	4	79
CCC1(C)CC(CCNCc2ccc(OC)c(OC)c2)(c2ccc(F)cc2)CCO1 (stereo unspecified)	0	x
CC(C)(O)C#Cc1ccc(C(=O)NC(c2ccccc2)c2ccccc2)cc1	-3	x

Following part:
SMILES	HePTP inhibitor	BAP1 block
CCCc1ccc(Oc2c(-c3ccc(O)c(C)c3O)n[nH]c2C)cc1	-6	43*
COc1ccc(CN2CCN(C3CCCCC3)CC2)c(OC)c1	0	x
O=C(Nc1ccc(F)c([N+](=O)[O-])c1)c1ccc(-c2cccc(Cl)c2)o1	3	x
COc1ccc(CC(=O)OCc2nnc(C3COc4ccccc4O3)o2)cc1OC (stereo unspecified)	5	98
CC1=C(C(=O)OC(C)C)C(c2cccnc2)C2=C(CCCC2=O)N1 (stereo unspecified)	0	x
CCOC(=O)NC(Nc1ccccc1[N+](=O)[O-])(C(F)(F)F)C(F)(F)F	-2	x
Cc1cc(C)cc(NS(=O)(=O)c2ccc3[nH]c(=O)[nH]c3c2)c1	9	98
CCOc1ccccc1NC(=O)c1c(NC(=O)COc2ccccc2)sc2c1CCC(C)C2 (stereo unspecified)	-12	x
CC(C)CNC(=O)c1cc(-c2ccco2)on1	10	101
Nc1nc(CN2CCN(Cc3ccc4c(c3)OCO4)CC2)nc(Nc2ccccc2)n1	11	99
N#CN=C1CCCCCN1CC(N)=O	2	101
O=C(COc1ccc2ccccc2c1)N1CCN(C(=O)c2cccnc2)CC1	3	x
C=CCn1c(SCC(=O)N2CCN(C(=O)c3ccco3)CC2)nc2sc(CC)cc2c1=O	-5	98
O=S(=O)(NCCC1=CCCCC1)c1cccc(S(=O)(=O)N2CCOCC2)c1	-6	94
COc1ccc(CNC(=O)C2CSCCS2)cc1 (stereo unspecified)	x	95
Cc1ccc(C(=O)O/N=C(\N)c2ccccn2)cc1	3	x
Cc1ccc(N2C(=O)c3ccccc3NC2c2ccccc2O)cc1 (stereo unspecified)	-15	x
CC(=O)n1cc(/C=C2\N=C(c3cccs3)OC2=O)c(-c2ccccc2)n1	-4	x
O=C(CSCc1cccc(Br)c1)N1CCCCCC1	6	x
CS(=O)(=O)N(Cc1ccc(C(=O)NCC2CCCO2)cc1)c1ccccc1 (stereo unspecified)	6	x
O=C(NC(C(=O)NC1CCCCC1)C12CC3CC(CC(C3)C1)C2)c1ccccc1 (stereo unspecified)	2	x
NC(=O)c1ccc(NC(=O)c2cc(C(F)(F)F)cc(C(F)(F)F)c2)cc1	-3	x
CCN1CCN(C(c2cc(OC)c(OC)c(OC)c2)c2nnnn2C(C)C)CC1 (stereo unspecified)	12	125
COC1(OC)N=C(N)C2(C#N)C(c3ccc(C)cc3)C12C#N (stereo unspecified)	13	104
O=c1[nH]cnc2c1C1(CCCC1)Cc1ccccc1-2	1&0	92
CCOC(=O)/C=C(\C)Nc1cc(-c2ccc(Br)cc2)[nH]n1	-2	x
Cc1sc2nc(N)c(C#N)c(-c3ccccc3)c2c1C	4	x
COc1ccc2[nH]cc(C(=O)CN3CCN(C/C=C/c4ccccc4)CC3)c2c1	17	83
CCc1ccc(NC(=O)CSc2nc3cc(C(=O)OC)ccc3c(=O)n2Cc2ccco2)cc1	5	x
CCn1c(SCC(=O)NCc2ccco2)nnc1-c1ccc(N)cc1	7	107
CC(=O)Nc1ccc(C(C)(C)C)cc1[N+](=O)[O-]	-1	x
Cc1ccccc1N1C(=O)C(O)C(O)C1=O (stereo unspecified)	9	x
CC(=O)Nc1ccc(NS(=O)(=O)c2c(C)cc(C)cc2C)cc1	101*	x
COc1ccc(/C=C\C(=O)C2C(=O)c3ccccc3C2=O)cc1	0	x
CC(C)(C)NCC(O)COc1nsnc1N1CCOCC1 (stereo unspecified)	x	100
CC(C)(C)c1cc(C(F)(F)F)c2c(=O)n(-c3ccccc3)[nH]c2n1	-3	x
CN(C)/C(=N/OC(=O)c1ccc([N+](=O)[O-])cc1)c1nonc1N	-3	x
O=C(N/N=C/c1cc([N+](=O)[O-])c(N2CCOCC2)cc1N1CCOCC1)Nc1ccccc1	-12	x
COC(=O)c1cc(NC(=O)c2cccc(Cl)c2Cl)cc(C(=O)OC)c1	-3	x
O=C(NCCCN1CCCCC1)c1ccc2c(c1)NC(=O)C(N1CCCCC1)S2 (stereo unspecified)	6	102

3 of the entries above in order of the BAP1 block value, largest number first.
compound	BAP1 block
CCOC(=O)c1[nH]c2cc(OC)c(OC)cc2c1NC(=O)CN1CCN(C)CC1	282
O=C(c1ccccc1F)N1CCN(c2ccc([N+](=O)[O-])cc2Cl)CC1	105
CCOC(=O)c1[nH]c(C)c(C(=O)Nc2cc(OC)ccc2OC)c1C	101

(more compounds)
SMILES	HePTP inhibitor	BAP1 block
COCCn1c(C)cc(C(=O)CSc2nnc(C)s2)c1C	2	94
COc1ccc(C(=O)N2CCN(C3CCC(c4ccccc4)CC3)CC2)cc1 (stereo unspecified)	8	x
CN(C)CCCCCCCCCCNC(=O)/C=N\O	5	x
COc1ccc(OC)c(S(=O)(=O)n2nc(C)cc2C)c1	-9	x
CC1CCN(CC[C@H]2CCCN2S(=O)(=O)c2cccc(O)c2)CC1	x	95
Cc1ccc(CC(=O)Nc2nncs2)cc1	-4	104
O=C(CSCc1cnn(-c2ccccc2)c1-n1cccc1)NCC1CCCO1 (stereo unspecified)	2	116
O=C(CSc1nnc(CNC(=O)c2c(F)cccc2Cl)o1)NCc1ccc2c(c1)OCO2	2	92
CCOC(=O)CC(=O)CSc1nnc2c(n1)[nH]c1ccccc12	7	91
Cc1nc(CNS(=O)(=O)c2cc(F)ccc2F)cs1	x	103
O=C(/C=C/c1ccccc1Cl)Nc1ccc(F)c(F)c1	8	x
Cc1nc2[nH]c(=O)c3c(n2n1)NC1=C(C(=O)CC(C)(C)C1)C3c1ccccc1 (stereo unspecified)	2	x
COC(=O)NCC(c1cccnc1)N1CCN(c2ccccc2F)CC1 (stereo unspecified)	2	99
CN(C)C(=O)Cn1c(SCC(=O)NC2CCCCC2)nc2ccccc21	11	97
NC(=O)c1cc2cc(Cl)ccc2oc1=Nc1ccc(F)cc1	x	194
CCOC(=O)C1=C(C)NC(SC(C)=O)=NC1c1ccc(OC(C)=O)c(OC)c1 (stereo unspecified)	-2	129
COc1cccc(NC(=O)CSc2ccccn2)c1	4	93
COc1ccc(C(=O)n2c(-c3ccco3)nc3ccccc32)cc1	5	118
O=C(O)CC(SCc1ccc(C(=O)O)o1)C(=O)O (stereo unspecified)	8	162
CCc1nnc(NC(=O)CCC(=O)NCC2CCCO2)s1 (stereo unspecified)	-2	104

Overlap with the part before: 5 entries; new compounds follow.
SMILES	HePTP inhibitor	BAP1 block
CCOC(=O)C1=C(C)NC(SC(C)=O)=NC1c1ccc(OC(C)=O)c(OC)c1 (stereo unspecified)	-2	129
COc1cccc(NC(=O)CSc2ccccn2)c1	4	93
COc1ccc(C(=O)n2c(-c3ccco3)nc3ccccc32)cc1	5	118
O=C(O)CC(SCc1ccc(C(=O)O)o1)C(=O)O (stereo unspecified)	8	162
CCc1nnc(NC(=O)CCC(=O)NCC2CCCO2)s1 (stereo unspecified)	-2	104
O=C(NCc1ccccc1F)c1cccs1	3	x
COc1ccccc1N1CCN(Cc2cc(Br)c(O)c3ncccc23)CC1	0	92
O=C1c2[nH]nc(-c3ccccc3O)c2C(c2cccc(Cl)c2)N1CC1CCCO1 (stereo unspecified)	4	87
COC(=O)C1=CNC=C(C(=O)OC)C1c1ccccc1C	-8	x
CCN1CCN(Cc2c(O)ccc3c(=O)c(Oc4ccccc4Br)c(C(F)(F)F)oc23)CC1	11	x
O=C(O)CC(NS(=O)(=O)c1ccc(F)cc1)c1ccccc1 (stereo unspecified)	1	181
